Assay outcomes (PubChem BioAssay)
ASM inhibitor: human S-ASM enzyme inhibition. Potency, µM (highest dose often 57.5 µM), for inactives: top-dose activity change, negative = inhibition, usual class: inhibitors. actives 0.006% (n = 340,000). placental ASM, HMU-PC fluorogenic substrate, 60 min. P17405; further: potency means the concentration at half of the fitted maximal effect
Target sequence (P17405 47-631 limits assumed): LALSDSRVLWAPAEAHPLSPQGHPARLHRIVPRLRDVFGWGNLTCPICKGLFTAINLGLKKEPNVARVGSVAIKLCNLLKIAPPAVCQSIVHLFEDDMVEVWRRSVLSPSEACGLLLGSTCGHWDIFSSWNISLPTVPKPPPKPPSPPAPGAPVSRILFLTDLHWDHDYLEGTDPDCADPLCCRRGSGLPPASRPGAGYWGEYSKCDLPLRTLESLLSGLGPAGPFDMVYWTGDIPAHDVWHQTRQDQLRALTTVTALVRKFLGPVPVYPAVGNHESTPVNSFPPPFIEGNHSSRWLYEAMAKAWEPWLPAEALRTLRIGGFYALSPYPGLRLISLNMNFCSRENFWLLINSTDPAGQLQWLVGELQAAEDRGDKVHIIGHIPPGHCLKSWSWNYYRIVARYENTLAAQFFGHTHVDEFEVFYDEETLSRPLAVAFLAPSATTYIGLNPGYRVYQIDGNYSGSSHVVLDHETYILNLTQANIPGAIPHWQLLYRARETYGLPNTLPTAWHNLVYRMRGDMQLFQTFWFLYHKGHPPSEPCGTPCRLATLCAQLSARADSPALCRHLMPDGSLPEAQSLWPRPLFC
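qHTS format. ASM enzyme prepared from human placenta hydrolyses the fluorogenic substrate HMU-PC0 (9 uM final) over 60 min at 37 °C after a 10 min compound preincubation.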
ELG1 repair inh: inhibitors of ELG1-dependent DNA repair in HEK293T cells | HEK293T ELG1-luciferase reporter, luminescence, 16 h; DNA damage induced by 5-fluorouridine | Potency, µM (doses to about 46.1 µM), for the others: at the highest dose activity change, negative = inhibition, usual class: inhibitors | actives 2.3% (n = 330,000); further: potency means the concentration at half of the fitted maximal effect; on the % scale 0 is the no-effect control and ±100 the full control effect; nearly all actives have a fitted effect of over 55% in size
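Overnight (16 hr) co-exposure of 2,000 cells/well to 5-fluorouridine and compound at 37 °C preceded detection. Luciferase was quantified via ONE-Glo luminescence; loss of signal denotes inhibition.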
TSG101-PTAP inh: blocks PTAP/TSG101 interaction to inhibit HIV-1 budding; Fluorescence polarization, FITC-PTAP peptide / Tsg101 binding; 340,000 tested, under 10 active; Q99816; AID 493005; Potency, µM (titrated, usually from 115 µM), inactives show top-dose activity change, negative = inhibition, actives largely listed as inhibitors; active means well fitted inhibition curve with a large enough effect in the main read-out, with a control signal flat, not every such curve was filed as active; inconclusive means small, poorly fitted or top-dose-only effect, or effect the other way, or a change in a side signal; inactive means no such curve, though single readings can be large or run the other way; further: potency means the concentration at half of the fitted maximal effect; % of control where 0% means no effect
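Fluorescence anisotropy tracks displacement of a FITC-tagged PTAP peptide (50 nM) from the Tsg101 binding domain (10 uM), following a 20 min room-temperature incubation at pH 7.5.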
Integrin act MD: activators of alpha7 integrin expression for muscular dystrophy; actives 0.064% (n = 350,000); Potency, µM (titrated, usually from 38.3 µM), without a hit: top-dose activation, most hits filed as activators; AID 624291; alpha7betagal myoblasts, beta-gal FDG fluorescence, 48 h;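 further: potency means the concentration at half of the fitted maximal effect; 100% = response of the positive control SU9516; nearly all actives have a fitted effect of over 60% in size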
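alpha7betagal+/- myoblasts (passage 13, 250/well) treated 48 h at 37C with compounds at 1:260 dilution of DMSO stock. Lysed, then beta-galactosidase activity read as FDG fluorescence (ex 480/em 540) after 30 min, with pre-read for autofluorescence.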
AT treatment: potential ataxia-telangiectasia treatment; Potency, µM (top dose mostly 57.5 µM), for the others: at the highest dose activation, usual class: activators; actives 0.19% (n = 320,000); […] A-T fibroblasts, KAP-1 phosphorylation AlphaLISA; neocarzinostatin DNA damage 30 min before lysis; further: potency means the concentration at half of the fitted maximal effect; % of control where 0% means no effect; nearly all actives have a fitted effect of over 45% in size
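ATM-like activity read as KAP-1 phosphorylation via AlphaLISA donor/acceptor antibody pairs after lysis and 6 hr at 25C. Cells were ATM-null patient fibroblasts ([…], hTERT), dosed 60 min, then exposed to the DSB inducer NCS for 30 min.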
Eya2 inh: inhibitors of human Eya2 phosphatase activity | recombinant Eya2, OMFP fluorescence dephosphorylation (OMFP is methylfluorescein phosphate) | AID 488837 | Potency, µM (highest dose often 76.9 µM), inactives show at the highest dose activity, negative = inhibition, usual class: inhibitors | O00167 | actives 0.006% (n = 330,000); further: potency means the concentration at half of the fitted maximal effect; on the % scale 0 is the no-effect control and ±100 the full control effect
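Eya2 (0.2 uM) preincubated 10 min at ambient with compound, then OMFP substrate added at 50 uM; 10 min reaction in 50 mM HEPES pH 7.5, 50 mM NaCl, 5 uM MgCl2, 0.05% BSA, 1 mM DTT. Fluorescence read at Ex 485/Em 525 nm.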
TCR act: activates T cell receptor signaling | primary human leukocytes, anti-CD3, IL-2 HTRF, 48 h | Potency, µM (titrated, usually from 9.22 µM), inactives show at the highest dose activation of IL-2 secretion, most hits filed as activators | 330,000 tested, under 10 active | AID 504894; further: % of control where 0% means no effect
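Compounds are tested in HTS on primary human leukocytes co-incubated with a-CD3 beads for 48 hr. IL-2 output is measured by time-resolved FRET.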
Tb PFK inh: blocks T. brucei phosphofructokinase. O15648. T. brucei PFK, ADP-Glo luminescence. Potency, µM (top dose mostly 57.5 µM), inactives show top-dose activity, negative = inhibition, hits mostly inhibitors. actives 0.17% (n = 330,000);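 further: potency means the concentration at half of the fitted maximal effect; 0% = uninhibited 1x PFK enzyme wells and -100% = no-enzyme wells; nearly all actives have a fitted effect of over 60% in size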
Target sequence (O15648 whole entry, looked up): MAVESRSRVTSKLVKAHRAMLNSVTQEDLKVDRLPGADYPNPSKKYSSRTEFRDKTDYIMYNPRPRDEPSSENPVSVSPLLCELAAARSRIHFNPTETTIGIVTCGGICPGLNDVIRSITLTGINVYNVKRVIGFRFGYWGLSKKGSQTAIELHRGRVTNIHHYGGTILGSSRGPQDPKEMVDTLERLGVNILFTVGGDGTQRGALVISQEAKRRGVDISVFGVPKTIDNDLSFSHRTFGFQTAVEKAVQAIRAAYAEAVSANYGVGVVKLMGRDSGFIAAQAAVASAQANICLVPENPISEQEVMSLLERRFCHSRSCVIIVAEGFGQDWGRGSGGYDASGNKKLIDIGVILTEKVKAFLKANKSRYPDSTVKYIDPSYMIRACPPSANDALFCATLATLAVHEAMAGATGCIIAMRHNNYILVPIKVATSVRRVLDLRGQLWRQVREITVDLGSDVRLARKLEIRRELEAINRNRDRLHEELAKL
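Activity is normalized to no-enzyme wells (full inhibition) and 1.25 nM enzyme wells (no inhibition). Reaction: 0.5 mM F6P, 0.1 mM ATP, 45 min RT, ADP-Glo luminescence; concentration-response curves fitted and classed by quality.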
TSHR antag: human thyrotropin receptor antagonism; TSHR-expressing cells, TSH-stimulated cAMP HTRF, 2 h; active compounds read low; actives 0.2% (n = 330,000); P16473; AID 504810; activity change, negative = inhibition, % at 11.5 µM;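 active means activity change below a set negative limit, meaning inhibition stronger than a set level, cut at about -70% in these data; inconclusive means activity change between two set negative limits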; further: on the % scale 0 is the no-effect control and ±100 the full control effect
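Read-out is FRET at 665 nm (cryptate excitation 337 nm) from a cryptate-tagged anti-cAMP antibody, competed by cell cAMP against cAMP-d2. Compounds are tested on freshly harvested TSHR cells challenged with 4nM TSH (EC80) for 2 hours at 37 deg C.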
BCR signal inh: blocks chronic active B-cell receptor signaling; ABC-DLBCL IkBa-CBG/CBR reporter, luminescence ratio, 4 h; Potency, µM (series often up to 46.1 µM), without a hit: at the top dose ratio change, negative = lower green/red ratio, most hits filed as inhibitors; actives 0.05% (n = 340,000); AID 493014; active means well fitted inhibition curve with a large enough effect in the signal ratio, with a control signal flat, not every such curve was filed as active; inconclusive means small, poorly fitted or top-dose-only effect, or effect the other way, or a change in a side signal; the % refers to the signal ratio;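 further: potency means the concentration at half of the fitted maximal effect; plate controls were basal doxycycline-induced cells for no effect and cells given 10 µM MG132 for full effect; MG132 reads +100%, hits lower the ratio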
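Doxycycline induced both beetle luciferases in TMD8 lymphoma cells; IKK-driven degradation limits the IkappaBalpha-fused green signal, while red luminescence normalises for cell number and nonspecific effects. Compounds tested up to 46 uM, 4 hrs.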
Mito fusion yeast: blocks mitochondrial division or promotes mitochondrial fusion. actives 0.23% (n = 320,000). S. cerevisiae fusion-defective mutant growth rescue, CellTiterGlo 48 h. Potency, µM (titrated, usually from 46.1 µM), for the others: at the highest dose growth rescue (activation), most hits filed as activators;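 further: potency means the concentration at half of the fitted maximal effect; % of control where 0% means no effect; nearly all actives have a fitted effect of over 45% in size; temperature-sensitive fusion mutants such as fzo1-1 at 37 °C on non-fermentable ethanol glycerol medium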
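Read-out: ATP-based luminescence (CellTiterGlo, 10 min ambient) reporting growth of fusion-defective ts yeast after 48 hours at 37C on glycerol/ethanol YPEG medium in the presence of compound.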
Starred values were filed as active, the others as inactive; ? = inconclusive; nt = not tested or not shown; [ ] = remark or other dose. Unless noted, the call rests on the fitted dose curve; in most records, active means well fitted curve in the direction sought with a large enough effect; inconclusive means small, poorly fitted or top-dose-only effect, or another doubt; inactive means no such curve, though single readings can be large; an effect the other way counts as inactive or inconclusive. Rows were taken by chance; about 3.2% have a hit in one of these screens.

mol	ASM inhibitor	ELG1 repair inh	TSG101-PTAP inh	Integrin act MD	AT treatment	Eya2 inh	TCR act	Tb PFK inh	TSHR antag	BCR signal inh	Mito fusion yeast
COC(=O)[C@H](C)NC(=O)Nc1cc(Cl)ccc1C	7%	?	-2%	-11%	-10%	5%	-20%	4%	5	-9%	-1%
CCC(C)[C@H](NC(=O)N1CC(=O)Nc2ccccc21)C(=O)N[C@@H](Cc1c[nH]c2ccccc12)C(=O)O (some centres undefined)	3%	?	2%	-36%	-8%	11%	1%	5%	3	3%	3%
Cc1csc(=O)n1CCC(=O)O	-2%	7%	0%	-1%	10%	20%	0%	0%	2	1%	0%
COc1ccccc1/C(C)=N/NC(=S)NCc1ccccc1	-2%	-13%	0%	14%	7%	-14%	-1%	11%	-5	?	-4%
CC[N+](C)(CC)CCC(c1ccccc1)C1CCCCC1 (centres undefined)	4%	-6%	-1%	-41%	-11%	2%	-2%	-2%	6	6%	-2%
O=C(O)CCC(=O)NNC(=O)c1cccc(Br)c1	3%	14%	-2%	2%	-1%	-10%	0%[46.1 µM]	8%	0	-21%	-4%
COCC1CCCCN1C(=O)c1ccc2oc(CCc3ccccc3)nc2c1 (centres undefined)	-1%	?	nt	-18%	2%	-12%	-37%	-4%	3	6%	1%
O=C(CNC(=O)c1ccc(S(=O)(=O)N2CCCC2)cc1)N/N=C/c1ccccc1	3%	-9%	-1%	9%	4%	-13%	-7%[46.1 µM]	-2%	-3	1%	0%
CN(C)CC(=O)N1c2ccccc2Sc2ccc(Cl)cc21	3%	-2%	0%	-4%	6%	-5%	2%	1%	-4	6%	-13%
CCOC(=O)C1=C(C)NC(=O)C1CC(=O)Nc1ccccc1 (centres undefined)	nt	?	nt	nt	5%	-5%	0%[46.1 µM]	1%	14	8%	3%
Cc1ccc(OCC(=O)Nc2nnc(S(=O)(=O)N3CCCCCC3)s2)cc1	2%	-4%	0%	0%	1%	-3%	2%	-2%	-14	0%	0%
O=C(c1ccc(N2CCCC2)c([N+](=O)[O-])c1)N1CCN(S(=O)(=O)c2ccc(Cl)cc2)CC1	?	?	-2%	14%	-16%	-21%	-12%	-7%	0	5%	9%
CCOc1ccccc1N(CC(=O)Nc1ccccc1C(=O)N1CCOCC1)S(C)(=O)=O	1%	?	1%	23%	17%	-6%	-4%	-2%	11	-1%	-3%
O=C(Nc1nnc(CCS(=O)(=O)c2ccc3ccccc3c2)s1)c1cccs1	-1%	-4%	-3%	7%	1%	0%	-2%[46.1 µM]	-1%	-5	0%	-18%
Cc1cccc(C)c1NC(=O)Nc1ccccc1-n1ccnc1	1%	-7%	-3%	-7%	-2%	-8%	-6%	3%	8	1%	4%
NC(=O)c1ccc(=O)n(Cc2ccc(F)c(F)c2)c1	0%	-3%	-4%	14%	-25%	-2%	-2%	-16%	-2	1%	15%
O=S(=O)(NC1CC1)c1ccc(S(=O)(=O)N2CCCc3ccccc32)cc1	-2%	?	0%	-21%	2%	19%	2%	2%	-13	0%	8%
CCOP(=O)(O)c1ccccc1OCCCCCOc1ccccc1P(=O)(O)OCC	1%	3%	-4%	2%	1%	2%	-2%	-8%	-4	-6%	0%
CCOC(=O)c1ccc(N(C(=O)c2ccco2)C(C(=O)NC2CCCC2)c2ccncc2)cc1 (centres undefined)	6%	-8%	-14%	-1%	-8%	6%	0%	-11%	-3	-1%	-6%
O=C(COC(=O)c1ccc2c(c1)OCCO2)Nc1cccc(S(=O)(=O)N2CCOCC2)c1	-1%	-14%	-4%	-12%	5%	-1%	6%	-1%	-8	4%	3%
COc1cc([N+](=O)[O-])c(OC)cc1SCc1n[nH]c(=S)n1-c1ccc(C)cc1	-2%	-18%	-7%	14%	-1%	-29%	15%	1%	-12	?	5%
Cc1ccc2nc3c(cc(C(=O)NCc4ccco4)c(=N)n3C3CCCC3)c(=O)n2c1	nt	-3%	nt	nt	-2%	-3%	nt	0%	-4	-4%	-3%
CCOC(=O)C1(CC2CCCCO2)CCN(Cc2cccnc2)CC1 (centres undefined)	9%	-2%	-8%	16%	-3%	9%	-7%	3%	7	-6%	2%
O=C(Cc1ccc(Cl)cc1)Nc1ccc(S(=O)(=O)N2CCOCC2)cc1	-3%	0%	-7%	11%	5%	2%	2%	21µM*	0	-14%	2%
COc1ccccc1NC(=O)CN(c1ccc(C23CC4CC(CC(C4)C2)C3)cc1)S(C)(=O)=O	-7%	25%	-7%	-32%	-2%	2%	3%	-5%	1	14%	7%

mol	ASM inhibitor	ELG1 repair inh	TSG101-PTAP inh	Integrin act MD	AT treatment	Eya2 inh	TCR act	Tb PFK inh	TSHR antag	BCR signal inh	Mito fusion yeast
OC(CNCCC(c1ccccc1)c1ccccc1)COc1ccccc1 (centres undefined)	-6%	-5%	-2%	-65%[inhibitor]	-1%	-1%	5%	-2%	10	?	-7%
O=C(CCc1nc(-c2ccccc2F)no1)NCCc1ccccc1Cl	-4%	?	0%	-29%	-5%	-3%	-6%	2%	5	-11%	26%
COc1ccc(NC(C)=O)cc1NC(=O)CSc1nnc(-c2cccnc2)n1C	1%	7%	-8%	8%	-2%	3%	2%	-2%	10	5%	-2%
CCc1nnc(NC(=O)CCC(=O)N2CCN(CCc3ccccc3)CC2)s1	1%	0%	-3%	-10%	-4%	4%	-5%	7%	10	-1%	1%
O=C(O)c1cccc(NN=C2c3ccccc3-c3ccccc32)c1	-15%	?	-2%	9%	4%	14%	-3%	0%	-4	?	?
CCOc1ccc(N(Cc2ccccc2F)C2=NC3CS(=O)(=O)CC3S2)cc1 (centres undefined)	-1%	11%	0%	7%	8%	?	3%	-3%	-7	?	0%
COc1ccc([C@H]2CC(=O)C=C(/C=C/c3ccc(C(F)(F)F)cc3)C2)cc1	-16%	?	-10%	20%	-13%	7%	6%	2%	-6	14%	10%
O=C(NC1CCCCC1)C(c1ccccc1)N(C(=O)c1cccs1)c1ccc2c(c1)OCO2 (centres undefined)	3%	4%	-7%	-13%	-7%	-7%	9%	4%	1	-2%	3%
O=C(COC(=O)c1cc(Br)ccc1O)Nc1ccc2c(c1)OCCO2	22%	16%	-1%	29%	-3%	-18%	3%	12%	-3	?	4%
Cc1cc(S(=O)(=O)N2CCOCC2)ccc1OCC(=O)Nc1ccccc1C(F)(F)F	-3%	1%	1%	19%	4%	-6%	1%	0%	0	4%	2%
C/C(=N\NC(=O)c1ccccc1N)c1ccc(NC(=O)Cc2ccccc2)cc1	11%	?	-1%	13%	-1%	-12%	nt	-5%	10	?	-6%
O=c1[nH]c2cc3c(cc2cc1CN(Cc1cccnc1)C(=S)NCc1ccco1)OCCO3	36%[activator]	9.2µM*	-1%	-24%	0%	-1%	-3%	?	2	?	2%
O=C(Nc1ccc(O)cc1C(=O)O)c1ccc2c(c1)C(=O)N(Cc1ccco1)C2=O	7%	-2%	-1%	21%	3%	8%	9%	-6%	-5	?	-1%
CCc1ccccc1Nc1nc(-c2cccnc2)cs1	-9%	?	-4%	3%	1%	5%	nt	2%	1	-27%	9%
C[C@H](CO)N1C[C@H](C)[C@@H](CN(C)Cc2ccncc2)Oc2c(NS(=O)(=O)c3cccs3)cccc2C1=O	4%	12%	-1%	-10%	1%	4%	-4%	9%	-15	4%	nt
Cc1ccsc1C(=O)N1CCC(N2CCC(C(=O)NCC3CCCO3)CC2)CC1 (centres undefined)	7%	0%	-1%	-14%	3%	-8%	-3%	-1%	10	-2%	2%
CC(NC(=O)c1ccccc1F)C(=O)O (centres undefined)	0%	10%	-8%	9%	1%	1%	-15%	-2%	-2	3%	-3%
O=C(NCCc1ccccn1)c1cc(C(=O)C2CCCCC2)c[nH]1	3%	6%	-2%	0%	-1%	3%	0%	0%	24	7%	-1%
